Bioassay records from PubChem BioAssay.
CD11b adhes inh: inhibitors of human CD11b/CD18 binding to fibrinogen. K562 CD11b/CD18 adhesion to fibrinogen, ATPlite luminescence; Mn2+ added to activate the integrin. P05107+P11215. 0.54% of 93,000 active. inhibition, % at 10 µM;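 active = primary inhibition of 50% or more at 10 µM, then 40% or more on retest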; also: some results filed as inactive read as strong as hits
CYP2C9 activ: CYP2C9 (human) activation | AID 1024 | 1.4% of 96,000 active | recombinant CYP2C9, luciferin-H conversion, luminescence; hits give high values; factor 1 = untreated enzyme, 0 = blocked | P11712 | activation factor at 5 µM;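 active = activation factor of 2 or more for CYP2C9 at a 5 µM dose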;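 also: 0 = sulfaphenazole-blocked wells and 1 = vehicle-only wells; values of inactives mirror those of a sister screen read the other way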
CYP2C19 act: increases human CYP2C19 enzyme activity | 96,000 tested, under 10 active | activation factor at 5 µM | recombinant CYP2C19, luciferin-H EGE luminescence; hits give high values; 0 = fully inhibited enzyme, 1 = untreated enzyme | P33261;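 active = activation factor of at least 2 at 5 µM in the primary screen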;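 also: 0 = wells with 2.5 mM tranylcypromine and 1 = vehicle-only wells; values of inactives mirror those of a sister screen read the other way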
MT1-MMP txn act: activates MT1-MMP transcription. 0.16% of 86,000 active. activation factor at 10 µM. AID 750. HT1080 MT1-MMP promoter luciferase reporter, luminescence, overnight; hits give high values;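 active = activation factor of at least 2 for MT1-MMP transcription at 10 µM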
PLAP act: activates human placental alkaline phosphatase. P05187. 1.2% of 96,000 active. activation fold at 20 µM. purified PLAP enzyme, luminescent substrate read-out; hits give high values; in the data active = activation fold above about 2
Mac1 fbg enh: CD11b/CD18-fibrinogen binding enhancement; P05107+P11215; K562 CD11b/CD18 adhesion to fibrinogen, ATPlite luminescence; activation, % at 10 µM; 0.07% of 93,000 active; AID 1499;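 active = 10 µM primary screen giving 50% or more activity, confirmed by 40% or more on retest at that dose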; also: strong numbers were not always called active; reference of the scale not given here
CYP2C19 inh: blocks human cytochrome P450 2C19. P33261. CYP2C19 Supersomes, luciferin-H EGE luminescence, 30 min. inhibition, % at 5 µM. 21% of 96,000 active. AID 778;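 active = CYP2C19 inhibition above a set limit at 5 µM in the primary screen, cut at about 50% in these data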;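 also: plate controls were negative control wells for no effect and 2.5 mM tranylcypromine positive control for full effect; values of inactives mirror those of a sister screen read the other way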
Pyk2 oligo antag: Pyk2 (human) oligomerization antagonism | z-score (the deposit names both 25 µM and 10 µM) | Q293 cells, Pyk2 FERM NanoBiT luminescence; hits give low values | 0.83% of 99,000 active | Q14289;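 active = Z-score of -3 or lower, scaled per plate to the spread of control and sample wells; inactive = z-score above -3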;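 also: negative z-score means lost luminescence so less FERM oligomerization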
Target sequence (Q14289 whole entry, looked up): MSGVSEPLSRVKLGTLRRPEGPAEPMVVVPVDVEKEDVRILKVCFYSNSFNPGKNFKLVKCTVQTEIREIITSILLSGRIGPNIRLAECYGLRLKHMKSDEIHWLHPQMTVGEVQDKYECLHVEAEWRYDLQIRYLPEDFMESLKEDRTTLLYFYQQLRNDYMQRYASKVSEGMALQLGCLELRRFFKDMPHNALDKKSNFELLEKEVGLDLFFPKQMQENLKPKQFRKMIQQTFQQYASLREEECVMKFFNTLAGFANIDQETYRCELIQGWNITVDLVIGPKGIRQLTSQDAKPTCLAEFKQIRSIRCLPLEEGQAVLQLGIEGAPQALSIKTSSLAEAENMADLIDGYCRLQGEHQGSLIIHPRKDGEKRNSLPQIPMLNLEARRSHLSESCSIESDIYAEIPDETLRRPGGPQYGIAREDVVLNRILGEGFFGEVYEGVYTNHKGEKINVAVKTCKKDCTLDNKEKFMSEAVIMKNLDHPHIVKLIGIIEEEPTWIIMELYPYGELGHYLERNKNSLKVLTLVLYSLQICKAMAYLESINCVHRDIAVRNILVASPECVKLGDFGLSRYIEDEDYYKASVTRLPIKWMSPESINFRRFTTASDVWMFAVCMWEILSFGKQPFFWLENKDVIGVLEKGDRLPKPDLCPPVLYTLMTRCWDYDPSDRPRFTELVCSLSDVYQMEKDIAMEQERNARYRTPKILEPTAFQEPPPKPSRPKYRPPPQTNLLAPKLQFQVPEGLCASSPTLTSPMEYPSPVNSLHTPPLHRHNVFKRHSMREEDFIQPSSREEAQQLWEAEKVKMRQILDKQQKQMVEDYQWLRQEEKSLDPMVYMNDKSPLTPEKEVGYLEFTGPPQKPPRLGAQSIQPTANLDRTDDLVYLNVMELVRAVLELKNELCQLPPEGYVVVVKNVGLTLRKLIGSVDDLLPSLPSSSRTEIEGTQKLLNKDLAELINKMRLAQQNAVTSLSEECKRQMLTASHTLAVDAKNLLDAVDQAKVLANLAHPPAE
CYP2C9 inhib: inhibitors of human CYP2C9; P11712; 20% of 96,000 active; AID 777; inhibition, % at 5 µM; CYP2C9 Supersomes, luciferin-H conversion, luminescence;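 active = blocking of liver enzyme CYP2C9 beyond about 50% at 5 µM, limit read from the data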; also: values of inactives mirror those of a sister screen read the other way
An asterisk follows results filed as active; . = not tested or not shown. The order is random. About 31% of those tested had a hit in this group.

CD11b adhes inh,CYP2C9 activ,CYP2C19 act,MT1-MMP txn act,PLAP act,Mac1 fbg enh,CYP2C19 inh,Pyk2 oligo antag,CYP2C9 inhib,compound
.,1.1,1.1,1.1,1,.,-5.4,0.8,-5.1,Cc1cccn2c(=O)c(/C=N/O)c(N3CCCC3)nc12
-7.0,0.8,0.6,1,1.8,1.6,40.6,-0.19,20.2,Nc1nc(-c2nc3ccccc3[nH]2)cs1
11.4,1.1,1.1,1.1,1,-4.9,-7.5,-0.42,-6.4,Cc1ccsc1C1CC(=O)NC2=C1C(=O)CC(C)(C)C2 (centres undefined)
-3.5,1,1.1,1.2,1,0.4,-11.1,1.57,-1.3,CCCCCOc1ccc(N2C(=O)CC(N(O)c3ccccc3)C2=O)cc1 (centres undefined)
-15.5,1.3,1,1.1,1.3,-2.1,-3.5,-0.45,-28.7,COc1ccc(NC(=O)CCN2CCCCC2)cc1
-6.2,0.9,1,1.2,0.9,-3.2,1.4,0.2,14.7,Cc1ccc2nsnc2c1S(=O)(=O)N1CCN(C(=O)C2CCCO2)CC1 (centres undefined)
-16.0,0.4,0.3,1.2,0.8,-3.4,74.0*,-0.5,59.3*,O=c1c2[nH]c3ccc(Cl)cc3c2ncn1CCN1CCCCC1
12.9,0.7,0.7,.,1.1,0.7,31.4,-2.36,32.5,Cc1cccc(N2C(=O)CC(SC(=Nc3ccccc3)Nc3ccccc3)C2=O)c1 (centres undefined)
-5.1,1.1,1.1,1.2,0.9,-3.7,-8.7,0.1,-5.7,CC(=O)Nc1nc(C)nc(-c2ccccc2)c1C(C)=O
8.4,1.1,0.9,1.2,1.3,-1.0,8.4,0.57,-10.0,CC(=O)c1cccc(N(CC(=O)NCC2CCCO2)C(=O)CCC(=O)Nc2cc(C)on2)c1 (centres undefined)
-23.9,0.8,0.5,1.1,0.8,-2.4,49.8,-0.58,18.8,Cn1cnnc1SC(C(=O)Nc1ccc(F)cc1)c1ccccc1 (centres undefined)
-6.5,0.9,0.4,1,1,0.5,57.8*,0.44,12.1,CC(=O)NC1CC2CCCC(C1)N2C(=O)Nc1ccc(Cl)c(C(F)(F)F)c1 (centres undefined)
-7.3,1.2,0.8,1.1,1.1,-1.0,19.7,0.05,-18.2,CN(c1cccc(NS(=O)(=O)c2cccs2)c1)S(C)(=O)=O
-25.8,0.8,0.7,1.2,1.1,-0.6,29.9,0.26,20.5,CC(C)NS(=O)(=O)c1ccc(CCC(=O)NCc2ccco2)cc1
0.1,1,1,1.1,1.7,0.7,-0.2,0.76,-1.4,CCN(CC)CC(=O)c1ccc(-c2ccccc2)cc1
-10.0,0.8,0.5,.,1,-0.9,50.8*,-0.01,22.4,NC(=O)c1ccc(C(F)(F)F)n(Cc2ccc(Cl)cc2)c1=O
-5.2,0.7,0.3,1.2,1,-3.1,71.6*,-0.35,27.6,Cc1ccc(C(=O)NCCCn2ccnc2)o1
4.9,0.3,1,.,1.5,-0.8,3.0,-0.39,73.2*,CCOc1cc2[nH]c(=S)n(CCC(=O)NCc3ccc(OC)cc3)c(=O)c2cc1OCC
-17.7,1,1.1,1.1,1.6,16.1,-8.3,-0.09,1.4,Cc1ccc(-n2c(=O)[nH]c3c(C(N)=O)nc(-c4ccc(C)o4)nc32)cc1
-13.5,0.6,0.6,.,1.1,0.9,39.1,-0.64,39.1,CCN(CC)c1ccc(C2CC(=O)Nc3cc(OC)c(OC)cc32)cc1 (centres undefined)
.,0.5,0.7,.,1.1,.,29.9,-0.31,47.4,Cc1cc(C)cc(NCc2cc3c(cc2[N+](=O)[O-])OCO3)c1
-15.6,0.4,0.7,1.4,1.1,-2.0,29.6,-0.65,56.1*,COc1cc(NC(=O)Cn2c(-c3cncs3)nc3ccccc32)cc(OC)c1OC
11.1,0.3,0.3,1,1.3,-2.1,67.3*,1.06,65.9*,CC(C)NS(=O)(=O)c1ccc(OCC(=O)NCC2CCCO2)c(Cl)c1 (centres undefined)
1.3,0.2,0.4,1.4,0.9,2.1,60.5*,-0.57,76.1*,O=C(CSc1ncnc2c1oc1ccccc12)Nc1cccc(F)c1
-4.7,0.3,0.4,1,1.5,-4.2,62.6*,1.37,67.3*,CCOC(=O)C1CCCN(Cc2nc(N)nc(Nc3ccc(Cl)cc3)n2)C1 (centres undefined)
-23.8,0.8,0.9,1.1,1.5,-2.2,11.0,0.56,19.5,O=S(=O)(c1ccccc1)N1CCN(C2CCN(Cc3ccccc3)CC2)CC1
-9.5,0.9,1,.,0.9,-2.2,4.4,0.37,11.4,Cc1ccc(/C=N/NC(=O)c2ccco2)s1
4.7,1.1,1,1,1.2,-2.1,-3.3,0.74,-5.3,CNS(=O)(=O)c1ccc(OC)c(-c2nnc3c4ccccc4c(C)nn23)c1
-25.9,0.9,0.7,1,1.1,0.4,32.6,-0.56,7.3,Cc1ccc(-c2cc(-c3ccccc3)c(C#N)c(N)n2)o1
-9.3,0.8,0.8,1,0.8,-2.8,21.6,.,19.7,Cc1ccc(Cl)cc1NC(=O)Cn1cc2c(n1)CCCC2
1.3,0.8,0.2,1.6,1.2,2.2,75.3*,2.17,23.1,Cc1cc(=O)n2[nH]c(-c3ccc(Cl)cc3)cc2n1
-20.9,1.2,1.1,1,1.1,1.9,-10.4,0.11,-20.5,Cc1ccc(S(=O)(=O)N2CCN(C(=O)CN3CCOCC3)C2C(C)C)cc1 (centres undefined)
1.6,0.8,1.2,1.1,1.6,-1.7,-21.6,-0.35,16.6,Nc1cc(=O)[nH]c(=O)n1Cc1ccco1
14.4,1.1,0.9,1,1,-0.9,10.4,0.51,-12.6,Cc1cc(NC(=O)c2ccccc2)sc1C
3.6,1.1,1,1.2,0.9,-2.2,-2.3,0.13,-9.4,O=c1ccc2ccc(OCc3nnc(-c4ccccc4Br)o3)cc2o1
-1.3,1,0.3,1.1,0.8,-2.9,70.3*,-0.21,-3.8,CCCCn1nnnc1NCc1cccnc1
16.5,0.1,0,1.1,0.9,-5.4,99.2*,-0.88,93.3*,Cc1cc(Oc2ccccc2)nc(SCC(=O)Nc2ccc(Cl)cc2Cl)n1
-16.5,0.7,0.4,1.3,0.8,-0.7,63.5*,0.8,27.7,CCn1c(=S)ccc2ccc(OC)cc21
5.6,0.6,0.9,.,1.3,2.9,9.1,-1.01,43.8,CCn1c(SCC(=O)Nc2ccc(N3CCOCC3)c(Cl)c2)nnc1-c1ccc(N)cc1
-10.5,0.7,0.9,1.2,1.1,2.3,5.4,-0.1,29.6,Cc1cc(C)cc(OC(=O)N2CCOCC2)c1

Among those listed so far, two contain a CF3 group.
CD11b adhes inh,CYP2C9 activ,CYP2C19 act,MT1-MMP txn act,PLAP act,Mac1 fbg enh,CYP2C19 inh,Pyk2 oligo antag,CYP2C9 inhib,compound
-6.5,0.9,0.4,1,1,0.5,57.8*,0.44,12.1,CC(=O)NC1CC2CCCC(C1)N2C(=O)Nc1ccc(Cl)c(C(F)(F)F)c1 (centres undefined)
-10.0,0.8,0.5,.,1,-0.9,50.8*,-0.01,22.4,NC(=O)c1ccc(C(F)(F)F)n(Cc2ccc(Cl)cc2)c1=O

Next section
CD11b adhes inh,CYP2C9 activ,CYP2C19 act,MT1-MMP txn act,PLAP act,Mac1 fbg enh,CYP2C19 inh,Pyk2 oligo antag,CYP2C9 inhib,compound
8.0,1,1,1.2,1.1,0.5,-3.2,-0.71,2.2,CC1(C)CC(=O)C2=C(C1)NC(Nc1nc3ccccc3o1)=NC21CCCC1
-25.1,1.2,1,1.3,0.9,7.2,-2.5,0.54,-20.6,C[C@@H]1C[C@H](O)c2cc(Cl)ccc2N1
1.8,0.2,0.8,1.2,0.9,8.2,19.6,0.36,76.1*,CCOC(=O)c1c(NC(=O)c2nn(CC)cc2Br)sc(C)c1C
39.0,0.2,0.7,.,1.1,-1.6,34.1,0.9,77.7*,COc1cccc(C(=O)/C=C/Nc2ccc(S(=O)(=O)Nc3cccc(C(C)=O)c3)cc2)c1
.,0.7,0.8,.,1,.,21.9,-0.2,30.3,Cc1ccnc(NC(=O)c2cccc(NC(=O)COc3ccccc3)c2)c1
-0.2,0.8,0.4,1.2,0.7,-5.8,62.2*,-0.5,16.1,Clc1ccccc1-c1nc2ccccc2c2nncn12
37.5,1,1,1.1,1.2,-2.5,-4.5,0.25,-2.2,COc1cc2c(cc1OC)C(C)N(C(=O)CCN1C(=O)C3C4C=CC(C4)C3C1=O)CC2 (centres undefined)
-22.8,1,0.7,1.1,1,-4.5,26.0,0.55,3.6,CC(NC(=O)Cn1cnnn1)C12CC3CC(CC(C3)C1)C2 (centres undefined)
.,1.1,0.9,1.1,0.8,.,9.6,-0.09,-5.1,CC1(C)NC(=O)N(CC(O)COc2ccc(-c3ccc(C#N)cc3)cc2)C1=O (centres undefined)
-34.4,1.1,1,1.2,1.2,-5.2,2.6,.,-9.5,CCOc1ccc(-n2c(SCC(=O)Nc3cc(C)on3)nc3c([nH]c4ccccc43)c2=O)cc1
-24.5,0.9,0.9,1.3,1.6,-1.8,8.1,1.4,10.5,CCN1CCN(C(=O)c2cnn3c(C(F)F)cc(-c4ccc(C)cc4)nc23)CC1
-2.5,0.9,1,1.2,1.4,-2.6,-1.6,-0.32,8.4,Cc1ccc2cc(CN(CCN3CCCC3)C(=O)Nc3ccccc3)c(=O)[nH]c2c1C
-1.4,0.4,0.8,1.3,1,1.6,22.2,-1.98,57.7*,O=C(Nc1ccccc1C(=O)NCc1ccc(Cl)cc1)c1ccco1
56.5,0.9,0.7,1.7,1.1,6.1,30.2,-2.36,10.7,CCOC(=O)C(NC(=O)c1ccccc1OCC)(Nc1ncccn1)C(F)(F)F (centres undefined)
-19.7,0.6,0.4,1.2,1.1,-2.0,58.9*,0.37,44.0,Brc1ccc(CN2CCSCC2)cc1
7.3,1,0.9,.,1.1,-2.5,7.2,-0.33,1.7,Cc1noc(C)c1S(=O)(=O)N1CCC(C(=O)N(C)Cc2ccccc2)CC1
7.7,0.3,0.6,.,1,-6.2,36.6,-0.71,70.0*,O=C(N/N=C/c1ccccc1)c1sccc1OCc1ccc(F)cc1
-2.8,0.2,0.1,1.1,1.3,5.5,91.4*,-1.53,82.2*,COc1ccccc1N1CCN(S(=O)(=O)c2ccc(F)cc2)CC1
